TRPML3 agonist: human mucolipin-3 channel agonism; HEK293 TRPML3-YFP, Fluo-8 calcium fluorescence; 100% = the carbachol control signal; activation, % at 3 µM; AID 1448; actives 0.29% (n = 220,000);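 active = activation above its plate's cutoff, the mean activation of the plate's test wells plus 3 SD, cut at about 12% in these data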;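 note: 0% = DMSO only wells and 100% = carbachol wells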
Target sequence (Q8TDD5 whole entry, looked up): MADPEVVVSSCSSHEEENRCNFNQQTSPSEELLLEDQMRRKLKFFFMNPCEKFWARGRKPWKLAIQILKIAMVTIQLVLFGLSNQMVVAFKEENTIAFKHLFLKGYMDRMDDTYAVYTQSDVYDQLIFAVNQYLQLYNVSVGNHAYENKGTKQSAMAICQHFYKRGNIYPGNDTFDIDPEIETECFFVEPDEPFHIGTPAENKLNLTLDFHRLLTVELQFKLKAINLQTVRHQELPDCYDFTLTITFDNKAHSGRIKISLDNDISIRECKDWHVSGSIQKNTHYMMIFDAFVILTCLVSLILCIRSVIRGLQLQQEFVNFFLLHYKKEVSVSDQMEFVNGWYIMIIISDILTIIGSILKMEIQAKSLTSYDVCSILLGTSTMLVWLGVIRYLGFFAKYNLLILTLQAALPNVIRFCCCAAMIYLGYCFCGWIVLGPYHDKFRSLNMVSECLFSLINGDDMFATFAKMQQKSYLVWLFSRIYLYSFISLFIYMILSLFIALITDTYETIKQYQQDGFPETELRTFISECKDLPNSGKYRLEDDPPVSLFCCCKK
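system = HEK293 cells stably carrying human TRPML3-YFP | doses = one concentration, 3 µM nominal, 0.3% DMSO | timing = dye loading 1 h 37 °C then 30 min ambient, 125 s read | detection = Fluo-8 calcium dye fluorescence, ex 470-495, em 515-575 nm | benchmarks = high control carbachol 87 µM, low control DMSO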
EP2 modulator: modulates human prostaglandin E2 receptor EP2 signaling. AID 940. actives 0.83% (n = 260,000). induction, % at 25 µM. EP2-expressing cells, cAMP HTRF FRET, PGE2 co-stimulation. P43116;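 active = compounds whose cAMP rise, as percent of the full-agonist control response, exceeds 60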;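 note: rat C6 glioma line stably carrying human EP2 under a CMV promoter; the protocol text gives 20 µM as final concentration; 100% = response of wells given 1 µM PGE2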
Target sequence (P43116 whole entry, looked up): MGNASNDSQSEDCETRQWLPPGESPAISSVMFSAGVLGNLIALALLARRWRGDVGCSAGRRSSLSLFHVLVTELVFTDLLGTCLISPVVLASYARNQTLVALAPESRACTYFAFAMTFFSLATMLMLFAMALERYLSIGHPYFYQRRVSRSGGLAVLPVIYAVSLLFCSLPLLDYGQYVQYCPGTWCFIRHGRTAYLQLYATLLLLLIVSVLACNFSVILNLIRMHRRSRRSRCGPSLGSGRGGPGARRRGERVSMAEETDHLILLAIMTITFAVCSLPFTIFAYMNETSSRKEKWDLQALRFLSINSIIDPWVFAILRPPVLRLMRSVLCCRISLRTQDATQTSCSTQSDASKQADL
Ba/F3 V617F tox: lowers viability of Ba/F3 cells expressing EpoR and JAK2V617F | ATP luminescence | inhibition, % at 5.6 µM | actives 1.1% (n = 220,000);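 active = inhibition above the campaign mean plus 3 SD over all tested compounds, cut at about 24% in these data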;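 note: cytokine-independent growth of Ba/F3 cells driven by EpoR plus mutant JAK2; 0% = DMSO-treated cells and 100% = JAK inhibitor I control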
BaF3 tox: parental Ba/F3 viability inhibition as JAK2V617F counter-screen; CellTiter-Glo ATP luminescence; inhibition, % at 5.6 µM; actives 1.1% (n = 220,000);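 active = inhibition above a per-campaign cutoff, the mean inhibition of all tested compounds plus 3 SD, cut at about 27% in these data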;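 note: 0% = DMSO wells and 100% = JAK Inhibitor I control wells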
PERK inh: human PERK inhibition, primary cell-based screen. CHO PERK-DD fusion, SEAP luminescence translation reporter. inhibition, % at 5.6 µM. Q9NZJ5. actives 0.17% (n = 220,000);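 active = inhibition above the mean inhibition of all tested compounds plus 3 SD, set separately per screening campaign, cut at about 2.9% in these data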;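 note: PERK kinase domain activated by AP20187 dimerizer at 100 nM; 0% = DMSO with dimerizer and 100% = rapamycin at 8.4 µM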
Calpain2 inh: inhibitors of pig calpain II. actives 0.37% (n = 220,000). purified calpain II, fluorogenic peptide substrate, 30 min. inhibition, % at 16 µM;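 active = inhibition above about 50%, limit read from the data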
S1P4 antag: human S1P4 receptor antagonism. inhibition, % at 4.98 µM. S1P4-expressing cells, antagonist mode, reporter read-out. AID 1510. actives 0.26% (n = 220,000); in the data active = inhibition above about 29%;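 note: 0% = wells stimulated with agonist and 100% = vehicle wells without agonist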
TRPN1 ag: activates the zebrafish TRPN1 channel. HEK293 zebrafish TRPN1-YFP, Fluo-8 calcium fluorescence; 100% = response to 87 µM carbachol. actives 0.18% (n = 220,000). activation, % at 3 µM;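 active = activation above its plate's cutoff, the mean activation of test wells on that plate plus 3 SD, cut at about 19% in these data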;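 note: 0% = DMSO alone and 100% = 87 µM carbachol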
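Material – zebrafish TRPN1-YFP in HEK293 cells · Doses – 3 µM single point · Schedule – dye 1 h 37 °C plus 30 min RT · Signal – Fluo-8 calcium fluorescence, excitation 470-495 nm, emission 515-575 nm · Read-out – % activation versus carbachol response · Control set – carbachol high, DMSO low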
S1P4 agonist: agonists of human S1P4 receptor. S1P4-expressing cell line, agonist reporter assay. activation, % at 4.98 µM. actives 0.35% (n = 220,000); in the data active = activation above about 11%;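 note: 0% = DMSO vehicle and 100% = reference agonist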
Active calls of the source: *; i = inactive; & = joins results of further samples. Compounds were not picked by outcome; any-hit rate near 3.6%.

SMILES	TRPML3 agonist	EP2 modulator	Ba/F3 V617F tox	BaF3 tox	PERK inh	Calpain2 inh	S1P4 antag	TRPN1 ag	S1P4 agonist
N#C/C(=C/c1ccc(Oc2ccc([N+](=O)[O-])cn2)cc1)C(=O)N1CCOCC1	1.6	-10	2	5	0.7	-5	-4	1.5	-2.2
COc1ccc(C(=O)NC(=S)Nc2cccnc2)cc1[N+](=O)[O-]	-0.6	-37	10	6	-1.1	8	16	1.0	-1.8
Cc1ccc(OCC(=O)Nc2ccccc2F)cc1C	0.1	-26	2	7	0.8	32	4	0.7	2.5
COc1ccc(N(C(=O)c2cccc(OC)c2OC)C2C=CS(=O)(=O)C2)c(OC)c1 (stereo not given)	0.6	-5	-5	1	0.8	-4	-23	0.2	1.0
O=C(Nc1ccc(S(=O)(=O)NCCc2ccccc2)cc1)c1ccco1	0.3	-11	3	4	-1.5	-8	1	0.8	1.0
Cc1ccc2c(c1)-c1c(ssc1=S)C(C)(C)N2C(=O)CSc1nncn1C	-1.7	25	2	5	-0.8	-19	-8	-2.5	1.6
CCC1Oc2ccc(C)cc2N(CC(=O)NCc2cccs2)C1=O (stereo not given)	0.4	13	-2	8	0.2	-6	11	-1.9	-0.3
CS(=O)(=O)N1CCN(c2ccc(NC(=O)Cc3ccccc3)cc2)CC1	0.8	-10&19	0	6	0.8	-3	-16	0.2	1.8
COc1ccc2[nH]c(=O)c(CN(CC3CCCO3)S(=O)(=O)c3ccccc3)cc2c1 (stereo not given)	0.5	5	-1	7	-0.4	-87	-9	0.7	-0.5
Cc1cc(C(=O)N2CCN(c3cccc(Cl)c3)CC2)c(C)o1	-0.7	-30	-1	6	0.4	13	-2	-1.0	1.3
Cn1cnnc1SC1c2cccc3cccc(c23)C1NS(=O)(=O)c1ccccc1 (stereo not given)	0.5	1	0	6	0.0	8	2	0.8	0.8
Cn1c(=O)cc(SCC(=O)NCCC2=CCCCC2)c2ccc(Cl)cc21	0.4	-1	-1	7	1.2	-2	-12	1.0	1.8
Cc1ccc(C(c2ccc(C)o2)c2cccc([N+](=O)[O-])c2O)o1	-0.8	57	-2	7	1.1	-15	7	-1.3	-2.0
Cc1ccc2[nH]c3c(=O)n(CCCN4CCOCC4)cnc3c2c1	0.8	23	-3	1	0.5	-49	-3	0.5	-0.1
Oc1oc(-c2ccc(Br)cc2)nc1/C=N/c1ccccn1	0.6	-25	-2	1	0.5	-14	-16	1.6	0.2
Cc1ccc(SC(C)c2nc(-c3ccccc3)no2)cc1 (stereo not given)	-0.1	-1	0	-1	0.2	7	-4	-0.1	-0.8
C/C(=N\S(=O)(=O)c1ccc(C)cc1)Nc1cc(C(C)C)c(O)cc1C	-0.7	-5	-5	5	0.3	-7	-5	-2.0	2.6
CN(Cc1c(F)cccc1Cl)C(=O)c1cc2ccccc2o1	-0.9	7	-3	-1	-0.5	-14	6	-3.1	0.4
COc1ccc(Oc2cccc(Cl)c2CNC(=O)CSCC(=O)O)cc1	0.2	9	-1	0	0.6	-3	-6	1.9	1.7
CCN1CCN(C(=O)CN(C)S(=O)(=O)c2ccc(OC)cc2)CC1	-0.2	0	-1	1	-0.2	-3	-5	-0.9	-0.5
CC(C)(C)c1nnc(N/N=C/c2ccccc2)n(N)c1=O	0.7	-37	-2	6	0.1	4	-10	1.6	0.9
COC(=O)c1cccc(N2CCCC2=O)c1	0.6	18	8	-6	-0.2	2	-3	-0.7	1.5
CCOC(=O)c1ccc(CN(Cc2ccccc2)S(=O)(=O)c2cccc([N+](=O)[O-])c2)cc1	0.4	34	1	8	0.8	2	-13	-0.5	-1.8
Cc1ccc(C2=NNC(c3ccc(Cl)cc3)=Nc3ccccc32)o1	0.2	-11	-4	5	-0.2	-47	-17	-1.4	0.2

Overlap with the part before: 5 entries, followed by the next part.
SMILES	TRPML3 agonist	EP2 modulator	Ba/F3 V617F tox	BaF3 tox	PERK inh	Calpain2 inh	S1P4 antag	TRPN1 ag	S1P4 agonist
CCN1CCN(C(=O)CN(C)S(=O)(=O)c2ccc(OC)cc2)CC1	-0.2	0	-1	1	-0.2	-3	-5	-0.9	-0.5
CC(C)(C)c1nnc(N/N=C/c2ccccc2)n(N)c1=O	0.7	-37	-2	6	0.1	4	-10	1.6	0.9
COC(=O)c1cccc(N2CCCC2=O)c1	0.6	18	8	-6	-0.2	2	-3	-0.7	1.5
CCOC(=O)c1ccc(CN(Cc2ccccc2)S(=O)(=O)c2cccc([N+](=O)[O-])c2)cc1	0.4	34	1	8	0.8	2	-13	-0.5	-1.8
Cc1ccc(C2=NNC(c3ccc(Cl)cc3)=Nc3ccccc32)o1	0.2	-11	-4	5	-0.2	-47	-17	-1.4	0.2
CCN(CC)CCN1C(=O)C(O)=C(C(=O)c2cc3ccccc3o2)C1c1cccnc1 (stereo not given)	0.4	41	-1	3	0.8	8	-15	0.9	3.5
COc1ccc(NC(=O)CCC(=O)OCc2ccc([N+](=O)[O-])cc2)cc1	0.7	-3	2	4	1.3	-20	-9	-0.1	2.6
CN=C1CC(C)(C)CC(=O)/C1=C(/O)CCC(=O)NC	0.9	20	0	10	1.2	17	2	-0.1	0.2
CC(=O)OCC(=O)Nc1ccccc1OC(F)F	-0.3	36	-2	4	1.3	-9	-2	-1.1	1.1
CC12C(=O)N(c3cccc(OC(=O)c4ccco4)c3)C(=O)C1C1c3ccccc3C2c2ccccc21 (stereo not given)	-0.6	49	-3	4	-0.5	-27	12	-0.2	-2.5
COc1ccc(-c2nnc(SCC(=O)Nc3ncc(C(F)(F)F)cc3Cl)n2CC(C)C)cc1	-0.1	36	-2	1	0.6	5	-8	-0.7	1.2
Cc1nc(SCC(=O)NCc2ccco2)c2c(=O)n(C)c(=O)n(CC(C)C)c2n1	0.5	-5	0	9	-0.7	-8	-9	1.4	-0.8
O=[N+]([O-])c1cc(S(=O)(=O)N2CCCC2)ccc1NN=C1CCCCC1	0.8	15	0	5	0.3	-2	-17	-1.2	0.3
COc1ccc(N2CCN(c3nc(-c4cccs4)nc4ccccc34)CC2)cc1	0.8	-6	5	6	-0.7	9	3	1.0	1.2
COc1ccc(C(=O)Nc2c(C)csc2C(=O)O)cc1	0.9	31	0	14	2.3	10	1	1.4	-0.5
COc1ccc(CCNC(=O)COC(=O)c2cnc(C)cn2)cc1OC	1.1	9	0	3	0.9	-1	-6	1.4	3.2
CCOc1ccc(C(C)NC(=O)Nc2ccccc2C(=O)OC)cc1 (stereo not given)	-1.4	-28	-1	4	-1.1	-26	-2	-1.8	-3.8
O=C(CCC(=O)NC1CCCCCCC1)Nc1nnc(C(F)(F)F)s1	1.1	-20	-3	1	-0.2	21	-1	-0.6	0.6
O=C(CCC(=O)c1ccc[nH]1)c1ccc(Cl)cc1	0.4	-15	-2	2	-1.6	-85	-8	0.5	-1.9
C=C1C2C[C@H](O)C(C)(C)[C@@]2(O)[C@H](O)C[C@]23C[C@@](C)(O)[C@H](CC[C@H]12)[C@H]3O (stereo not given in full)	1.8	13	1	2	0.5	18	7	1.3	1.6
O=C(Nc1ccccc1)C1=C[C@@H](C2CCCCC2)C[C@@H](OCc2ccc(CO)cc2)O1	0.0	9	2	2	-0.1	41	22	-1.6	-0.9
CN(Cc1ccccc1)C(=O)Cn1nc(C(F)(F)F)c2c1CCC2	-0.4	5&16	2	7	2.0	-7	1	0.7	1.3
Cc1ccccc1-n1c(SCC(N)=O)nc2sc(-c3ccccc3)cc2c1=O	0.9	-25	1	7	0.2	-11	0	-0.2	-2.5
Cc1cc(NC(=O)c2ccccc2)nc(C)n1	0.2	8	-2	5	-0.4	6	-10	1.5	0.5
O=C(/C=C/c1cccc([N+](=O)[O-])c1)N1CCN(c2ccccc2F)CC1	0.1	-19	1	3	-1.1	-4	-5	0.2	1.2
COc1cc(C(=O)NCC(c2ccco2)N2CCCC2)ccc1OCc1c(C)noc1C (stereo not given)	1.1	-19	0	1	-0.3	-20	-5	0.2	-0.6
Cc1nn(CC(=O)NCCN2CCOCC2)c(C)c1[N+](=O)[O-]	0.8	0	0	-1	1.5	-20	-3	1.8	1.4
COc1ccc(/C=N/NC(=O)c2ccccc2Cl)cc1CSc1nc2ccccc2s1	0.2	-31	-2	3	-1.1	-107	-9	-0.5	1.8
CCCNC(=O)C12CCC(C)(c3nc4cc(C)c(C)cc4nc31)C2(C)C (stereo not given)	-1.6	53	-4	-3	-0.9	15	-1	-3.2	-0.6
O=c1cc(CSc2n[nH]c(=O)n2C2CC2)c2ccc(O)cc2o1	1.1	18	-5	0	1.5	-50	2	1.4	1.1
CC(OC(=O)c1cc2ccccc2cc1O)C(=O)Nc1ccc(S(N)(=O)=O)cc1 (stereo not given)	0.6	-39	-2	-1	-0.3	-37	-6	2.5	2.6
CCC(C)(NC(=O)Cc1c[nH]c2ccccc12)C(=O)NC1CCCCC1 (stereo not given)	0.4	-1	2	7	-0.5	-1	-9	0.6	0.6
Cn1c(=O)n(C)c2cc(NS(=O)(=O)c3ccc4c(c3)CCCC4)ccc21	2.3	-42	25*	28*	-1.0	14	-19	5.9	1.6
CC(=O)c1ccc(Nc2nc(NCCO)nc(OC(C(F)(F)F)C(F)(F)F)n2)cc1	0.4	-39	-2	3	-1.1	7	-9	1.7	0.2
Cc1ccc(NC(=O)CCC2CC(C)(C)OC2=O)cc1 (stereo not given)	0.5	22	-3	1	0.4	-27	-4	-0.3	0.7
COC(=O)CCCCC(=O)C1C(=O)CC(C)(C)C(C(=O)OC)C1=O (stereo not given)	-0.1	4	0	2	-0.1	-21	-5	-0.4	1.5
Cc1cccc2nc(-c3ccco3)c(Nc3ccccc3)n12	0.4	-45	0	0	0.4	i	-8	-2.3	-2.0
CC(C)(C)C(=O)C(Cc1ccccc1)n1cncn1 (stereo not given)	1.2	4	-1	0	0.1	0	-7	-1.0	-1.2
CN(NC(N)=O)c1ncc(C(F)(F)F)cc1Cl	0.5	8	0	2	1.6	-9	-15	0.6	0.4
O=S(=O)(NN1CCOCC1)c1ccc(Cl)s1	0.6	13	1	9	1.0	2	-5	-0.3	0.9
Cc1ccc(C(=O)Nc2ncc(Cc3ccccc3)s2)o1	-0.7	3&-35	81*	79*	0.0	-18	11	0.9	0.4
O=C(Cc1ccccc1[N+](=O)[O-])N1CCN(c2ccccc2F)CC1	0.3	-9	0	7	1.4	-10	-9	1.1	-1.0
COc1ccc(S(=O)(=O)Nc2nccs2)cc1OC	1.0	3	5	2	0.4	12	10	1.1	-1.7
Cc1nn(CCC#N)c2nc(C(F)(F)F)[nH]c(=O)c12	1.3	0	1	10	0.6	3	-10	0.4	1.2
COc1ccc(NC(=O)c2ccccn2)cc1	0.1	7	9	10	0.5	12	-16	1.2	-1.6
COc1cc(NS(=O)(=O)c2cc(C(=O)N3CCN(C(C)=O)CC3)ccc2OC)cc(OC)c1	0.7	3	-5	3	0.1	15	13	1.6	2.3
